USP2a block: USP2a (human) protease inhibition; O75604; USP2 core, Ub-CHOP2 coupled fluorogenic reporter, 485/531; Potency, µM (titrated, usually from 38.3 µM), for the others: top-dose activity change, negative = inhibition, most hits filed as inhibitors; 330,000 compounds, 0.01% hits;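 further: potency means the concentration at half of the fitted maximal effect; plate controls were DMSO wells for no effect and full inhibition by NEM control for full effect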
Target sequence (O75604 whole entry, looked up): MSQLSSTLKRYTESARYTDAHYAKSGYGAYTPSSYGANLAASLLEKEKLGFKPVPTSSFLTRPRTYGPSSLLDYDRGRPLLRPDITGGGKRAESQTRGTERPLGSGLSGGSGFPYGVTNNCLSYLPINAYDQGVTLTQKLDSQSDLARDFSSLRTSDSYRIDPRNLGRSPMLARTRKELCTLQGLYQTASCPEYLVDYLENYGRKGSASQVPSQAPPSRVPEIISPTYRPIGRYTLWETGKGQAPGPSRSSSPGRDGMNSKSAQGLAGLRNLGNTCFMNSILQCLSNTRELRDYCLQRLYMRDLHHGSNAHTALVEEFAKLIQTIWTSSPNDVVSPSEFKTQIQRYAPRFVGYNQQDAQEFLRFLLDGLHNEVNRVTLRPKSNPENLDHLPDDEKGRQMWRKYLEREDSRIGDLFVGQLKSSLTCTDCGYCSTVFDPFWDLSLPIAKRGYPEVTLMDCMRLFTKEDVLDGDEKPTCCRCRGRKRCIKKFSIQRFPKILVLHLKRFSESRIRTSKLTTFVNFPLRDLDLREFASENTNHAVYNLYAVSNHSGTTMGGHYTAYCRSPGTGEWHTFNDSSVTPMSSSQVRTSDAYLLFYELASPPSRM
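Cell-free coupled assay: 10nM USP2 core preincubated 30min RT with compound in Tris-HCl pH 8.0/CaCl2/CHAPS buffer, then 25nM Ub-CHOP2 and 25nM reporter substrate; fluorescence (Ex 485/Em 531) read after 60min RT, normalized to NEM inhibition, concentration-response curves fitted.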
ASM inhibitor: human S-ASM enzyme inhibition | P17405 | placental ASM, HMU-PC fluorogenic substrate, 60 min | Potency, µM (highest dose often 57.5 µM), for inactives: top-dose activity change, negative = inhibition, usual class: inhibitors | 340,000 compounds, 0.006% hits | AID 504937; further: potency means the concentration at half of the fitted maximal effect
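Human placenta-derived ASM enzyme was preincubated with compound for 10 minutes at room temperature, then given fluorogenic substrate HMU-PC0 (9 uM final) for 60 minutes at 37 °C; a pH 10 stop preceded fluorescence reading at Ex 386/Em 447 nm.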
p53 reactivation: re-activators of mutant p53 | H1299 p53-A138V BP100-luciferase reporter, luminescence, 24 h | Potency, µM (series often up to 92.2 µM), inactives show at the highest dose activity change, positive = activation, most hits filed as activators | 320,000 compounds, 0.063% hits; further: potency means the concentration at half of the fitted maximal effect; % of control where 0% means no effect; nearly all actives have a fitted effect of over 45% in size
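H1299 (p53-null), stable ts p53-A138V + BP100-Luc; 1000 cells/well, Opti-MEM/10% FBS; cpd 4 pt, 1:5; 24 h, 37 deg C, 5% CO2; detection reagent 10 min RT; luminescence.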
uPA generation: blocks generation of uPA at the cell surface; Potency, µM (series often up to 38.3 µM), without a hit: at the top dose activity change, negative = inhibition, hits mostly inhibitors; cell surface uPA generation assay, qHTS; 330,000 compounds, 0.31% hits; active means well fitted inhibition curve with a large enough effect; inconclusive means small, poorly fitted or top-dose-only effect; inactive means no such curve, though single readings can be large or run the other way; tested in mouse RAW 264.7 cells; further: potency means the concentration at half of the fitted maximal effect; on the % scale 0 is the no-effect control and ±100 the full control effect; nearly all actives have a fitted effect of over 55% in size
TRPV1 ag: activates the human vanilloid receptor TRPV1; activation, % at 8.33 µM; 320,000 compounds, 0.19% hits; AID 540275; TRPV1-expressing cells, Fluo-8 calcium influx, agonist mode; Q8NER1; in the data active means activation above about 80%; inconclusive means between about 30% and that limit; further: 0% is about no effect
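TRPV1-expressing cells were cultured overnight at 35.5C and loaded with Fluo-8 calcium dye for 40 to 90 min at room temperature. After a 10 s baseline, compound was added and calcium influx was read kinetically for 3 min (ex 480/em 520 nm).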
B2AR arrestin: recruits beta-arrestin to the human beta2-adrenergic receptor | P07550 | Potency, µM (titrated, usually from 46.1 µM), without a hit: at the top dose activation, usual class: activators | 330,000 compounds, 0.02% hits | beta-arrestin recruitment to beta2AR, cell-based reporter;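 further: potency means the concentration at half of the fitted maximal effect; 0% = DMSO controls and full agonism = EC100 isoproterenol or metaproterenol; nearly all actives have a fitted effect of over 65% in size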
Target sequence (P07550 whole entry, looked up): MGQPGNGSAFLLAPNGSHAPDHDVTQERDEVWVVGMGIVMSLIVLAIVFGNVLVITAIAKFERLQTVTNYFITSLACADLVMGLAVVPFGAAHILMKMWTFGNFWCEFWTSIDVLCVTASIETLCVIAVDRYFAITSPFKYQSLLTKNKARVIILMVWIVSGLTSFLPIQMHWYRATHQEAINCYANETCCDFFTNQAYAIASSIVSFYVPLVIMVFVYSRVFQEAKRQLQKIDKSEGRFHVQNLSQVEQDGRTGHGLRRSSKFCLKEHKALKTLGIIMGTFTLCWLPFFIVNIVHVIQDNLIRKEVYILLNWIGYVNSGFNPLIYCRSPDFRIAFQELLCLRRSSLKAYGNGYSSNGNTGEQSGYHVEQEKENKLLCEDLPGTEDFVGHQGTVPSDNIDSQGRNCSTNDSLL
Eya2 phos inh: Eya2 (human) phosphatase inhibition; O00167; AID 488837; 330,000 compounds, 0.006% hits; recombinant Eya2, OMFP fluorescence dephosphorylation (OMFP is methylfluorescein phosphate); Potency, µM (doses to about 76.9 µM), inactives show at the top dose activity, negative = inhibition, usual class: inhibitors; further: potency means the concentration at half of the fitted maximal effect; on the % scale 0 is the no-effect control and ±100 the full control effect
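Eya2 (0.2 uM) preincubated 10 min at ambient with compound, then OMFP substrate added at 50 uM; 10 min reaction in 50 mM HEPES pH 7.5, 50 mM NaCl, 5 uM MgCl2, 0.05% BSA, 1 mM DTT. Fluorescence read at Ex 485/Em 525 nm.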
ELG1 genotox: inducers of genotoxicity in HEK293T ELG1-luciferase cells | HEK293T ELG1-luciferase reporter, luminescence, 16 h | Potency, µM (series often up to 46 µM), without a hit: at the highest dose activity change, positive = activation, actives largely listed as activators | 330,000 compounds, 1.3% hits; further: potency means the concentration at half of the fitted maximal effect; % of control where 0% means no effect; nearly all actives have a fitted effect of over 60% in size
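Reporter readout depends on ELG1 protein level, which increases with genetic stress. After 16 hr compound exposure at 37 °C, luciferase activity was quantified using ONE-Glo.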
TSG101-PTAP inh: blocks PTAP/TSG101 interaction to inhibit HIV-1 budding; Fluorescence polarization, FITC-PTAP peptide / Tsg101 binding; Potency, µM (top dose mostly 115 µM), without a hit: at the highest dose activity change, negative = inhibition, hits mostly inhibitors; Q99816; 340,000 tested, under 10 active; active means well fitted inhibition curve with a large enough effect in the main read-out, with a control signal flat, not every such curve was filed as active; inconclusive means small, poorly fitted or top-dose-only effect, or effect the other way, or a change in a side signal; inactive means no such curve, though single readings can be large or run the other way; further: potency means the concentration at half of the fitted maximal effect; % of control where 0% means no effect
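Compounds were pin-transferred onto Tsg101 binding domain (10 uM final) in HEPES pH 7.5 buffer, then FITC-PTAP peptide was added at 50 nM final. After 20 min at RT, polarization reported peptide displacement across a qHTS concentration series.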
BRCA1 expr act: increases BRCA1 expression | MCF7-BRCA1-FFLuc reporter, luminescence, 48 h; response scale: scaled: vehicle 0%, 10 µM genistein 100% | Potency, µM (series often up to 46.1 µM), without a hit: at the top dose activation, most hits filed as activators | 380,000 compounds, 1.1% hits | AID 624202; further: potency means the concentration at half of the fitted maximal effect; nearly all actives have a fitted effect of over 80% in size; some results filed as inactive show a strong effect at the top dose
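MCF7 cells carrying a BRCA1-firefly luciferase reporter (2000 cells/well, phenol-red free MEM) were attached for 2 h at 37 °C, then given compounds for 48 h. Luminescence was read 15 min after luciferase reagent; activity normalized to genistein (10 microM) and DMSO.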
a7 integrin act: integrin-mediated muscular dystrophy alleviation activation; alpha7betagal myoblasts, beta-gal FDG fluorescence, 48 h; Potency, µM (doses to about 38.3 µM), for inactives: at the highest dose activation, actives largely listed as activators; 350,000 compounds, 0.064% hits; AID 624291;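 further: potency means the concentration at half of the fitted maximal effect; 100% = response of the positive control SU9516; nearly all actives have a fitted effect of over 60% in size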
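alpha7betagal+/- myoblasts (passage 13, 250/well) treated 48 h at 37C with compounds at 1:260 dilution of DMSO stock. Lysed, then beta-galactosidase activity read as FDG fluorescence (ex 480/em 540) after 30 min, with pre-read for autofluorescence.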
The depositor's hits bear a star; [ ] = remark or other dose. Unless noted, the call rests on the fitted dose curve; in most records, active means well fitted curve in the direction sought with a large enough effect; inconclusive means small, poorly fitted or top-dose-only effect, or another doubt; inactive means no such curve, though single readings can be large; an effect the other way counts as inactive or inconclusive.

c1ccc(Cn2nnnc2C(c2cccs2)N2CCCCCC2)cc1 (configuration not stated) was read as USP2a block 4%, ASM inhibitor 1%, p53 reactivation -1%, uPA generation -1%, TRPV1 ag 7, B2AR arrestin -0.3%, Eya2 phos inh -13%, ELG1 genotox -3%, TSG101-PTAP inh 0%, BRCA1 expr act -8% and a7 integrin act -15%.
Screening COc1cc(OC)cc(-n2nnnc2SCC(=O)NCCc2ccc(OC)c(OC)c2)c1 returned USP2a block 3%, ASM inhibitor -4%, p53 reactivation -4%, uPA generation 1%, TRPV1 ag 15, B2AR arrestin 0.2%, Eya2 phos inh 9%, ELG1 genotox -3%, TSG101-PTAP inh -4%, BRCA1 expr act -10% and a7 integrin act 23%.
Screening CC(C)=CCC/C(C)=C/C=N/NC(=O)c1ccc([N+](=O)[O-])cc1 returned USP2a block 2%, ASM inhibitor 2%, p53 reactivation -7%, uPA generation inconclusive, TRPV1 ag inconclusive, B2AR arrestin 0.1%, Eya2 phos inh 2%, ELG1 genotox -4%, TSG101-PTAP inh -5%, BRCA1 expr act -5% and a7 integrin act -11%.
Screening CC1CCCN(C(=O)c2ccc3c(c2)C(=O)N(CCC2=CCCCC2)C3=O)C1 (configuration not stated) returned USP2a block 0%, ASM inhibitor -4%, p53 reactivation 5%, uPA generation 7%, TRPV1 ag -1, B2AR arrestin -2.1%, Eya2 phos inh 0%, ELG1 genotox 2%, TSG101-PTAP inh -3%, BRCA1 expr act -17% and a7 integrin act 10%.
For CN(Cc1ccccc1)C(=O)c1cccc(N2C(=O)C3CC=CCC3C2=O)c1 (configuration not stated) the results were USP2a block -4%, ASM inhibitor 2%, p53 reactivation -7%, uPA generation 0%, TRPV1 ag -4, B2AR arrestin 0.5%, Eya2 phos inh 1%, ELG1 genotox -4%, TSG101-PTAP inh -3%, BRCA1 expr act 12% and a7 integrin act -4%.
For COC(=O)c1ccc(NCCC(=O)O)cc1 the results were USP2a block 0%, ASM inhibitor 5%, p53 reactivation -2%, uPA generation 0%, TRPV1 ag -2, B2AR arrestin -1.2%, Eya2 phos inh 0%, ELG1 genotox -2%, TSG101-PTAP inh 1%, BRCA1 expr act 44% and a7 integrin act 10%.
`COc1ccc(Oc2nc3c(c(=O)n(C)c(=O)n3C)n2Cc2ccccc2)cc1` gave USP2a block -2%, ASM inhibitor -1%, p53 reactivation 1%, uPA generation -3%, TRPV1 ag -4, B2AR arrestin -0.2%, Eya2 phos inh 3%, ELG1 genotox -1%, TSG101-PTAP inh 2%, BRCA1 expr act -1% and a7 integrin act 2%.
`Cc1cc(=O)n2nc(N3CCCC(C(=O)NCCCN4CC(C)CC(C)C4)C3)sc2n1` (configuration not stated) gave USP2a block 0%, ASM inhibitor -4%, p53 reactivation -4%, uPA generation 8%, TRPV1 ag 2, B2AR arrestin 0.1%, Eya2 phos inh 0%, ELG1 genotox 1%, TSG101-PTAP inh -2%, BRCA1 expr act -15% and a7 integrin act -9%.
`CCOC(=O)C1=C(c2ccccc2)NC(=O)NC1c1ccc(N(C)C)cc1` (configuration not stated) gave USP2a block -1%, ASM inhibitor -2%, p53 reactivation -4%, uPA generation -1%, TRPV1 ag -1, B2AR arrestin 0.6%, Eya2 phos inh -10%, ELG1 genotox 4%, TSG101-PTAP inh -4%, BRCA1 expr act -8% and a7 integrin act -14%.
`Cc1cc(S(=O)(=O)N2CCN(C(=O)c3ccco3)CC2)ccc1F` gave USP2a block 1%, ASM inhibitor 0%, p53 reactivation -25%, uPA generation -3%, TRPV1 ag 0, B2AR arrestin -0.3%, Eya2 phos inh 12%, ELG1 genotox -4%, TSG101-PTAP inh 1%, BRCA1 expr act 2% and a7 integrin act 4%.
CCOc1ccc(CCNC(=O)COC(=O)COc2cc(C)cc(C)c2)cc1OCC was read as USP2a block 0%, p53 reactivation 7%, uPA generation -14%, TRPV1 ag -2, B2AR arrestin 0.2%, Eya2 phos inh -3%, ELG1 genotox -6%, TSG101-PTAP inh -2%, BRCA1 expr act -25% and a7 integrin act 20%.
COc1cccc(CNS(=O)(=O)c2cc(-c3cc(C)no3)ccc2C(C)C)c1 was read as USP2a block 4%, ASM inhibitor -23%, p53 reactivation -9%, uPA generation -7%, TRPV1 ag inconclusive, B2AR arrestin -0.2%, Eya2 phos inh -25%, ELG1 genotox -7%, TSG101-PTAP inh -2%, BRCA1 expr act -49% and a7 integrin act -40%.
Screening COc1ccccc1NS(=O)(=O)c1ccc(C(=O)NCC(c2cccs2)N2CCOCC2)cc1 (configuration not stated) returned USP2a block 4%, ASM inhibitor -4%, p53 reactivation -6%, uPA generation 26%, B2AR arrestin 0.4%, Eya2 phos inh -42%, ELG1 genotox -3%, TSG101-PTAP inh -13%, BRCA1 expr act 1% and a7 integrin act inconclusive.
Screening COc1ccc(OC)c(C(=O)NC(CC(N)=O)c2ccc(NCCN3CCCCC3)c([N+](=O)[O-])c2)c1 (configuration not stated) returned USP2a block -1%, ASM inhibitor 2%, uPA generation 0%, TRPV1 ag 3, B2AR arrestin 0.0%, Eya2 phos inh -2%, ELG1 genotox 0%, TSG101-PTAP inh -3%, BRCA1 expr act 20% and a7 integrin act 16%.
For COc1ccccc1/C=C/C=C1N=C(/C=C/c2ccc(Cl)cc2)OC/1=O the results were USP2a block 2%, ASM inhibitor -20%, p53 reactivation -1%, uPA generation 2%, TRPV1 ag 0, B2AR arrestin -0.4%, Eya2 phos inh 3%, ELG1 genotox 1%, TSG101-PTAP inh -6%, BRCA1 expr act -1% and a7 integrin act 24%.
For O=C(NC1CCS(=O)(=O)C1)c1cccnc1 (configuration not stated) the results were USP2a block 0%, p53 reactivation 9%, TRPV1 ag -11, B2AR arrestin 0.0%, Eya2 phos inh -8% and ELG1 genotox -13%.
Screening CCOC(=O)C1=C(CC)Nc2ccccc2N=C1NC(=O)c1ccc(OC)c(S(=O)(=O)N2CCCCC2C)c1 (configuration not stated) returned USP2a block 2%, ASM inhibitor -3%, p53 reactivation 1%, uPA generation inconclusive, TRPV1 ag 2, B2AR arrestin 0.2%, Eya2 phos inh 2%, ELG1 genotox -11%, TSG101-PTAP inh 2%, BRCA1 expr act -44% and a7 integrin act 14µM*.
For CCCCNc1nc(Nc2ccc(C)c(Cl)c2)c2cnn(C)c2n1 the results were USP2a block 1%, ASM inhibitor inconclusive, p53 reactivation -2%, uPA generation inconclusive, TRPV1 ag inconclusive, B2AR arrestin 0.4%, Eya2 phos inh -17%, ELG1 genotox -5%, TSG101-PTAP inh 3%, BRCA1 expr act -60% and a7 integrin act -71%[inhibitor].
For CSCCNC(=O)c1ccc2nc(Cc3ccccc3F)oc2c1 the results were USP2a block 2%, ASM inhibitor 0%, uPA generation 0%, TRPV1 ag inconclusive, B2AR arrestin 0.3%, Eya2 phos inh 10%, ELG1 genotox inconclusive, TSG101-PTAP inh 1%, BRCA1 expr act 13µM* and a7 integrin act -6%.
Screening Cn1c(CNC(=O)c2ccco2)nnc1SCC(=O)Nc1ccc(Cl)cc1 returned USP2a block -1%, ASM inhibitor -1%, p53 reactivation 3%, uPA generation -6%, TRPV1 ag -3, B2AR arrestin -0.5%, Eya2 phos inh 10%, ELG1 genotox 8%, TSG101-PTAP inh -6%, BRCA1 expr act 3% and a7 integrin act -28%.
CCc1ccc(OCC(=O)Nc2ccc(-c3cc4ccccc4oc3=O)c(OC)c2)cc1 was read as USP2a block -2%, ASM inhibitor 114%[activator], p53 reactivation 11%, uPA generation -6%, TRPV1 ag 2, B2AR arrestin -0.1%, Eya2 phos inh -1%, ELG1 genotox 8%, TSG101-PTAP inh 0%, BRCA1 expr act -46% and a7 integrin act -10%.
Screening CSc1ccc(-c2nc(O)c3cnccn23)cc1 returned USP2a block 4%, ASM inhibitor 14%, p53 reactivation -2%, uPA generation 1%, TRPV1 ag -2, B2AR arrestin -0.1%, Eya2 phos inh 9%, ELG1 genotox 4%, TSG101-PTAP inh -4%, BRCA1 expr act 8% and a7 integrin act 0%.
For CC(/C=N/NC(=O)c1ccncc1)=C\c1ccccc1 the results were USP2a block -3%, ASM inhibitor 1%, p53 reactivation 5%, uPA generation -18%, TRPV1 ag inconclusive, B2AR arrestin -0.2%, Eya2 phos inh -8%, ELG1 genotox 6%, TSG101-PTAP inh -3%, BRCA1 expr act 70% and a7 integrin act 23%.

Compound activity: PubChem BioAssay, National Center for Advancing Translational Sciences (NCATS)
